TAAR1 ag = human TAAR1 agonists, primary screen, Fluo-8 calcium fluorescence, CHO RD-HGA16 cells | Trace amine-associated receptor 1 (Homo sapiens), Q96RJ0 | vehicle wells 0%, saturating PEA agonist 100% | activation, % at 3 µM | 360,000 tested, 0.99% active | AID 624467, 2012;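 active = activation above the mean activation of all test compounds in the run plus 3 SD, cut at about 38% in these data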
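Test system: RD-HGA16 (CHO) cells co-expressing Gα16 and hTAAR1; dosing: one-point dosing at 3 µM (nominal); timing: 17-24 h seeding, 75 min 37 °C dye, 30 min RT; signal: kinetic Fluo-8 calcium fluorescence; read-out basis: % activation relative to PEA EC100 response; controls: DMSO and PEA EC100; replicates: n 1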
M4 PAM = human M4 muscarinic receptor positive allosteric modulators, primary screen, CHO-K1 cells, Fluo-8 calcium fluorescence; Muscarinic acetylcholine receptor M4 (Homo sapiens), P08173; CHO-K1 hM4/Gqi5, ACh EC20; 0% = ACh EC20, 100% = maximal ACh; activation, % at 3 µM; 360,000 tested, 0.4% active; AID 624126, 2012;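 active = activation above its plate's cutoff, the mean activation of sample wells plus 3 SD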; note: some results filed as inactive read as strong as hits
Target sequence (P08173 whole entry, looked up): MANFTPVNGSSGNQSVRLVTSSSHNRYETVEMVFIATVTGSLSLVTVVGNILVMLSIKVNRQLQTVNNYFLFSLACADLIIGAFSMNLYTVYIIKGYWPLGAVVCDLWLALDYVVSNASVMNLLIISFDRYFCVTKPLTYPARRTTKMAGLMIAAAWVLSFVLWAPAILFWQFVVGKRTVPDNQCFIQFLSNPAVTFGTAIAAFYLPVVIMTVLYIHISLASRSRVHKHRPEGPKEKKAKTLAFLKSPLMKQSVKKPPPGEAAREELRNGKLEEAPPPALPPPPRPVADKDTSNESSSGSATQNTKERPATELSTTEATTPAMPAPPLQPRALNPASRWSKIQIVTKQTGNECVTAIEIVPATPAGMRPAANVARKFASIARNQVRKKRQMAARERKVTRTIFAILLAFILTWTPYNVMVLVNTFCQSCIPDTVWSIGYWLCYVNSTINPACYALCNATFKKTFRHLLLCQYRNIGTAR
M1 PAM parental = nonselective calcium activators in parental CHO-K1 cells, primary screen, counter-screen for M1 PAM project, cell-based, Fluo-8 calcium fluorescence, full deck, 1536-well | 360,000 tested, 0.02% active | ATP EC20; 0% at ATP EC20, 100% at ATP max | activation, % at 3 µM | AID 602247, 2012;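 active = activation above the run cutoff, the mean activation of all test compounds plus 3 SD, cut at about 40% in these data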;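 note: peak over basal fluorescence ratio in a 140 s read after ATP addition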
M5 ag = human M5 muscarinic receptor agonists, primary screen, CHO-K1 cells, Fluo-8 calcium fluorescence. Muscarinic acetylcholine receptor M5 (Homo sapiens), P08912. CHO-K1 hM5 cells; 0% DMSO wells, 100% maximal acetylcholine response. activation, % at 3 µM. 360,000 tested, 0.19% active. AID 624037, 2012;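 active = activation above the run's mean over test compounds plus 3 SD, cut at about 23% in these data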;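 note: signal is peak over basal fluorescence ratio across the kinetic read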
Target sequence (P08912 whole entry, looked up): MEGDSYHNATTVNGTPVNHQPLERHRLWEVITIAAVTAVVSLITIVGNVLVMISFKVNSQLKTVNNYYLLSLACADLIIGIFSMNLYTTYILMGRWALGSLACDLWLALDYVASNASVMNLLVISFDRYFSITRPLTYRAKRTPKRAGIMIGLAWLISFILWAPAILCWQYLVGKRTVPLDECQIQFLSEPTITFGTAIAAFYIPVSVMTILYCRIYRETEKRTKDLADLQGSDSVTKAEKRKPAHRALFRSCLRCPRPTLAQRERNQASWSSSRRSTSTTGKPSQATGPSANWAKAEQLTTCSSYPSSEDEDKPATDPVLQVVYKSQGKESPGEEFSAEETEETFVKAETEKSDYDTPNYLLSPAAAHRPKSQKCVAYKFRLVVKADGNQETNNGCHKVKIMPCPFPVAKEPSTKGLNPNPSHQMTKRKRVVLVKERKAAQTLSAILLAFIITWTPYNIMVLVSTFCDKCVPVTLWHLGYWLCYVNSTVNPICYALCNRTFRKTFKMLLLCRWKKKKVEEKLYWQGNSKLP
CRFR2-BP ag = agonists of CRF-BP/CRF-R2 complex, primary screen, cell-based, HEK293, calcium dye fluorescence, uHTS | CRF-binding protein / CRF receptor 2 complex (human) | calcium dye fluorescence (FLIPR); percent of saturating CRF peptide response | activation, % at 13.2 µM | 350,000 tested, 0.46% active;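 active = activation of at least 50%, plus an integration ratio under a set limit after plate pattern correction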;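 note: plate controls were neutral control wells without compound for no effect and CRF at EC100 for full effect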
M5 PAM = human M5 muscarinic receptor positive allosteric modulators, primary screen, CHO-K1 cells, Fluo-8 calcium fluorescence; Muscarinic acetylcholine receptor M5 (Homo sapiens), P08912; CHO-K1 hM5, ACh EC20 PAM; 0% = ACh EC20, 100% = ACh EC100; activation, % at 3 µM; 360,000 tested, 0.3% active; AID 624038, 2012;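 active = activation above the run cutoff, the mean activation of all test compounds plus 3 SD, cut at about 18% in these data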
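Probe or stimulus: acetylcholine, EC20 level; Assay system: human M5 receptor in CHO-K1 cells; Schedule: compound preincubation 140 s before EC20 acetylcholine addition; Technique: intracellular calcium via Fluo-8 fluorescence; Dosing: single-point, 3 µM nominal; Read-out basis: percent activation from peak-over-basal fluorescence ratio, scaled EC20-to-EC100 acetylcholine; Repeats: one well per compound, no replicates.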
CRFR2-BP antag = antagonists of CRF-BP/CRF-R2 complex, primary screen, cell-based, HEK293, calcium dye fluorescence, uHTS; CRF-induced calcium fluorescence; 350,000 tested, 0.59% active; inhibition, % at 11.8 µM;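 active = inhibition of the ligand-induced calcium signal above about 50% at the single tested concentration, limit read from the data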
TAAR1 antag = human TAAR1 antagonists, primary screen, Fluo-8 calcium fluorescence, CHO RD-HGA16 cells; Trace amine-associated receptor 1 (Homo sapiens), Q96RJ0; antagonist; inhibition, % at 3 µM; 360,000 tested, 1.5% active;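 active = inhibition above a per-plate cutoff, the mean inhibition of test compounds on that plate plus 3 SD, cut at about 49% in these data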;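 note: 0% = DMSO plus EC80 beta-PEA response and 100% = DMSO alone without agonist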
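Material: CHO RD-HGA16 cells bearing hTAAR1; compound dosing: one-point dosing, 3 µM nominal final; schedule: dye loading 75 min at 37 °C, then 30 min room temperature; measured by: calcium fluorescence with Fluo-8; control set: vehicle and agonist controls; replication: n of 1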
M5 antag = human M5 muscarinic receptor antagonists, primary screen, CHO cells, Fluo-8 calcium fluorescence; CHO-hM5 cells, ACh EC80; Muscarinic acetylcholine receptor M5 (Homo sapiens), P08912; inhibition, % at 3 µM; 360,000 tested, 0.59% active;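 active = inhibition above a per-plate cutoff, the mean of that plate's test compounds plus 3 SD, cut at about 27% in these data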;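 note: 0% = acetylcholine EC80 with DMSO and 100% = DMSO without agonist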
Active calls of the source: *; x = not tested or not shown.

SMILES	TAAR1 ag	M4 PAM	M1 PAM parental	M5 ag	CRFR2-BP ag	M5 PAM	CRFR2-BP antag	TAAR1 antag	M5 antag
Cc1onc(-c2ccccc2Cl)c1C(=O)OCC(=O)N1CCCCC1	10.5	-0.4	-14.3	-9.2	0.1	3.8	2.8	-20.7	3.9
O=C(c1ccncc1)c1ccc(Br)cc1	9.1	35.2*	-2.6	1.7	-2.2	-0.4	7.6	6.4	-7.1
COc1ccc(Nc2nc(-c3cccc([N+](=O)[O-])c3)nc3ccccc23)cc1	-1.3	9.2	10.2	0.1	-3.0	2.1	-12.6	41.1	3.6
COc1ccc(OC)c(NC(=O)CCNS(=O)(=O)c2ccc3[nH]c(=O)oc3c2)c1	0.6	9.3	16.4	-0.4	-0.5	6.1	4.2	3.4	-11.0
Cc1cc(CN(Nc2ccccc2)c2ccccc2)cc(C)n1	6.3	-2.7	13.7	-2.4	4.6	-7.0	2.4	-7.9	9.7
CCOC(=O)CC1COCCN1Cc1cn[nH]c1-c1ccc2c(c1)OCO2 (stereo not drawn)	7.2	-9.0	5.6	1.8	0.7	-8.8	-17.3	-31.2	10.9
Cc1ccc(NC(=S)Nc2ccc3[nH]c(=O)[nH]c3c2)cc1	3.1	17.3	-6.3	-1.4	-3.6	-3.9	4.1	-24.2	-2.1
CNc1ncc(C(=O)C(C)(C)C)s1	0.5	4.2	10.1	-5.0	2.8	2.9	12.1	-21.3	1.5
O=C(CS(=O)(=O)Cc1ccccc1)Nc1ccc(Br)cc1F	-0.5	1.6	-19.8	-5.1	-0.1	-3.8	0.5	-5.1	-0.3
Cc1cc2cc(C#N)c(N3CCN(S(C)(=O)=O)CC3)nc2cc1C	1.2	2.1	19.2	-0.5	0.0	-10.7	12.1	-3.2	12.8
CSc1nc2c(c(=O)[nH]1)C(c1ccccc1)C1=C(CC(C)(C)CC1=O)N2 (stereo not drawn)	5.8	-8.8	21.1	6.4	-4.0	-4.1	9.6	-12.6	0.8
O=C(O)CN=C1NC2(CCCCC2)Cc2ccccc21	6.5	10.1	18.0	1.1	-1.1	3.0	21.1	-9.3	-8.3
O=c1[nH]cnc2c1c(-c1ccccc1)cn2-c1ccccc1	1.1	0.8	20.5	-2.1	-0.9	-4.1	11.7	5.5	-6.8
Cc1nn2c(nc1=O)SCC(c1ccccc1)=N2	6.1	2.8	-4.6	-1.4	0.4	28.4*	-22.2	5.2	-19.2
CCCCCc1ccc(C(=O)CCC(=O)OCC(=O)N(CC)c2c(N)n(Cc3ccccc3)c(=O)[nH]c2=O)cc1	0.1	-1.5	3.6	-3.4	-0.7	-0.8	9.0	3.9	0.9
COc1ccccc1CC(=O)Nc1c[nH]c(=O)[nH]c1=O	1.9	2.3	10.8	2.2	-1.8	-1.5	6.3	-6.2	-1.0
CCN(CC)CCCNC(=O)c1sc2nc(-c3ccc(F)cc3)cn2c1C	19.2	-1.0	21.3	-6.2	-0.6	5.3	15.8	-1.4	-8.6
CN(C)C(=S)N=c1ssc(=S)n1Cc1ccccc1	6.8	3.5	11.6	2.1	-1.4	1.3	-12.4	-5.0	17.9
O=C1c2cc(F)ccc2-n2c1nc1ccccc1c2=O	1.9	4.7	2.5	-3.0	-0.7	-0.7	-4.5	-9.2	7.1
CCC(C(=O)Nc1ccc(C(=O)N2CCCC2)cc1)c1ccccc1 (stereo not drawn)	31.1	-8.2	2.1	22.7	15.3	-15.7	-13.2	-14.8	16.7
COc1cc(N/N=C/c2ccc(N(C)C)cc2)ncn1	-0.2	-5.7	7.6	-4.0	-0.1	0.1	-8.4	-6.9	-1.4
COc1ccc(OCC(=O)N/N=C(\C)CC(=O)Nc2cccc([N+](=O)[O-])c2)cc1	-0.4	2.5	-1.9	0.8	-0.6	-3.1	4.1	-2.9	-3.2
Cc1cc(N2CCCC2=O)ccc1S(=O)(=O)NCCOc1ccccc1	10.6	-5.8	5.9	7.7	-3.7	-5.0	-18.3	10.2	-5.3
Cn1nnnc1-c1cc(Br)ccc1NC(=O)c1ccccc1	9.0	13.3	11.5	-6.4	1.9	3.2	-8.2	-7.5	-7.4
CC(C)N(CCc1ccncc1)C(=O)Nc1ccc(F)cc1	0.9	-2.6	23.6	-0.1	-0.9	-5.2	25.2	0.5	0.8
O=C(c1ccc(NC2=NC3CS(=O)(=O)CC3S2)cc1)N1CCN(Cc2ccccc2)CC1 (stereo not drawn)	1.6	0.5	-9.2	0.1	-2.9	-7.2	-5.1	3.5	10.8
O=c1oc(C2(O)CCCCC2)cc2ccccc12	1.4	0.4	-0.4	1.1	-4.4	-1.7	-19.4	-0.2	-1.2
CN(C)N1C(N)=C(C#N)C(c2ccsc2)C2=C1CC(C)(C)CC2=O (stereo not drawn)	5.9	2.1	24.4	-3.6	-0.9	-5.5	6.9	-7.3	15.9
CCN(CC)C(=O)Cn1cc(SCC(=O)NCc2ccco2)c2ccccc21	3.2	-0.5	15.6	1.6	-3.4	10.1	7.6	-25.9	3.1
Cc1cc(=O)n2[nH]cc(-c3ccccc3)c2n1	-1.8	11.3	-5.2	0.5	-0.6	-2.7	7.5	0.1	-6.2

4 compounds from above, sorted by molecular weight, largest number first.
SMILES	TAAR1 ag	M4 PAM	M1 PAM parental	M5 ag	CRFR2-BP ag	M5 PAM	CRFR2-BP antag	TAAR1 antag	M5 antag
O=C(c1ccc(NC2=NC3CS(=O)(=O)CC3S2)cc1)N1CCN(Cc2ccccc2)CC1 (stereo not drawn)	1.6	0.5	-9.2	0.1	-2.9	-7.2	-5.1	3.5	10.8
CCN(CC)C(=O)Cn1cc(SCC(=O)NCc2ccco2)c2ccccc21	3.2	-0.5	15.6	1.6	-3.4	10.1	7.6	-25.9	3.1
CC(C)N(CCc1ccncc1)C(=O)Nc1ccc(F)cc1	0.9	-2.6	23.6	-0.1	-0.9	-5.2	25.2	0.5	0.8
O=c1[nH]cnc2c1c(-c1ccccc1)cn2-c1ccccc1	1.1	0.8	20.5	-2.1	-0.9	-4.1	11.7	5.5	-6.8

(more compounds)
SMILES	TAAR1 ag	M4 PAM	M1 PAM parental	M5 ag	CRFR2-BP ag	M5 PAM	CRFR2-BP antag	TAAR1 antag	M5 antag
Clc1ccc(-c2cccc3nccn23)c(Cl)c1	3.0	8.1	-1.2	-2.5	x	-2.1	x	-4.8	3.6
COc1ccccc1Nc1cc2cc(Br)ccc2c(=O)[nH]1	10.5	10.8	-1.6	3.7	1.7	9.7	-2.1	11.9	10.6
O=C(Nc1nc2ccccc2[nH]1)c1cccc(Br)c1	2.4	9.2	10.3	-1.6	-0.8	-0.1	-5.7	6.9	-3.9
Fc1ccc(NC(=S)Nc2cc(Cl)ccc2Cl)cc1	11.2	-1.6	21.8	2.3	0.5	3.2	-1.5	-8.5	13.8
CCOc1ccc(S(=O)(=O)N(CC)CC)cc1NS(=O)(=O)c1ccc(F)c(F)c1F	-0.1	-3.7	3.9	-0.6	-1.3	-1.0	8.2	-1.0	-5.9
O=c1[nH]c(=S)[nH]c2c1CN(Cc1ccc(F)cc1)CC2	2.1	7.1	-31.7	-3.0	0.7	4.8	-5.7	-8.1	-2.4
CCN(CC(=O)N1CCCC1)S(=O)(=O)c1ccc2ccccc2c1	4.3	-1.9	17.8	-0.5	4.2	0.3	12.3	0.0	-2.0
COc1ccc(N(C(=O)Cc2cccs2)C(C(=O)NC2CCCCC2)c2cccn2C)cc1 (stereo not drawn)	0.5	4.0	-4.6	-1.3	-1.3	6.1	-5.6	9.2	0.3
COc1ccc(-c2[nH]nc(-c3ccccc3)c2-c2nc3ccccc3[nH]2)cc1	24.9	3.4	13.7	4.0	1.3	5.4	-31.5	-9.4	-9.1
CNC(=O)c1cc2c(s1)CCCCCC2	5.2	12.4	-3.0	-3.6	1.4	1.6	-22.4	4.4	-5.0
O=C(Nc1ccc(F)cc1)c1ccc2c(c1)S(=O)(=O)N=C1CCCCCN12	8.4	13.5	7.9	-0.6	0.1	3.3	0.6	18.8	7.3
O=C(NCCC1=CCCCC1)c1cc(COc2c(F)cccc2F)on1	7.9	-5.9	2.2	-6.7	0.3	0.6	-12.2	-16.6	1.4
CC1(C)SC(=S)N(NC(=O)Nc2ccccc2)C1N(O)C(=O)Nc1cccc2ccccc12 (stereo not drawn)	2.4	-3.9	22.9	-2.4	1.5	-5.5	-15.4	4.7	1.5
O=[N+]([O-])c1ccc(/C=N/Nc2nc(N3CCCCCC3)nc(N3CCCCCC3)n2)o1	-1.5	-8.0	7.8	-1.3	-0.1	-1.7	-1.1	1.5	-3.2
CNCC(O)CN(c1ccccc1)c1ccccc1 (stereo not drawn)	4.4	1.3	-15.3	-5.9	3.8	-9.3	-9.9	-17.3	0.0
O=c1cc(CSc2nc3cc(Cl)ccc3o2)nc2sccn12	10.4	13.7	14.7	-9.4	-1.9	10.0	-18.1	-15.2	-3.1
NC(N)=NCCCC(NC(=O)c1ccccc1)C(=O)Nc1ccc2ccccc2c1 (stereo not drawn)	16.4	6.2	4.4	-1.6	-0.1	-3.6	-1.3	-23.6	3.0
CCOC(=O)c1ccc(NCc2nc3ccccc3[nH]2)cc1	3.3	-2.7	8.8	4.6	-2.7	-7.4	7.2	-12.5	2.3
CC1Cc2ccccc2N1C(=O)C1CCCN(S(=O)(=O)c2cccc3nsnc23)C1 (stereo not drawn)	4.6	1.0	8.0	-3.2	-1.6	-7.0	19.1	18.1	0.8
COc1ccccc1NC(=O)N1CCN(c2ccc3nncn3n2)CC1	0.2	-5.3	11.2	2.1	0.1	-6.7	14.0	-12.8	1.9
COc1ccccc1NC(=O)CN1C(=O)CC(C)S(=O)(=O)c2ccccc21 (stereo not drawn)	1.2	-3.7	1.3	-1.5	0.2	1.7	6.8	-6.0	0.1
CC1(C)CC(=O)C2=C(C1)OC(N)=C([N+](=O)[O-])C2c1ccc(F)cc1 (stereo not drawn)	4.9	-0.8	13.4	-6.2	-0.6	5.5	-5.4	-28.7	-1.6
O=C(Nc1ccccc1F)c1csc(COCCO)n1	0.2	5.2	-11.2	0.2	x	5.2	x	-4.0	-9.5
COc1ccccc1CCC(=O)N(CCC1=CCCCC1)c1c(N)n(Cc2ccccc2)c(=O)[nH]c1=O	-1.2	7.4	12.7	0.4	-0.6	-1.3	-15.2	-4.5	9.7
CCOCCCNC(=O)c1cc(-c2ccc(Br)s2)nc2ccccc12	-0.2	0.9	-6.1	-4.2	0.8	-0.1	-16.1	2.3	2.3

Compound activity from PubChem BioAssay.
